# Source: PubChem (several laboratories)
# Rpn11 inh: inhibitors of human proteasome Rpn11. O00487. calls only at 20 µM. 0.59% of 360,000 active. human 26S proteasome, Ub4-pepOG fluorescence polarization; 20S core pre-blocked with epoxomicin;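 active means inhibition at 20 µM, scaled to each plate's controls, above about 33%, limit read from the data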
# MsrA inh: inhibitors of bovine MsrA. purified bovine MsrA, absorbance read-out. inhibition, % at 15.5 µM. 0.75% of 360,000 active; in the data active means inhibition above about 4.5%;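 further: 0% = vehicle wells with enzyme and 100% = reference inhibitor wells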
# PABP1 MLLE inh: blocks PAM2 peptide binding to the PABP1 MLLE domain | P11940 | GST-MLLE / FITC-PAM2 fluorescence polarization | 0.36% of 360,000 active | inhibition, % at 20 µM; in the data active means inhibition above about 35%, passing the limit was not always enough;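 further: plate controls were DMSO wells with GST-MLLE for no effect and wells lacking GST-MLLE protein for full effect; some results filed as inactive read as strong as hits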
# E coli Lon inh: inhibitors of E. coli Lon protease; P0A9M0; purified E. coli Lon protease, fluorescence polarization; inhibition, % at 7.94 µM; 0.42% of 360,000 active; in the data active means inhibition above about 13%, passing the limit was not always enough;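 further: 0% = enzyme with probe and DMSO and 100% = no enzyme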
# Target sequence (P0A9M0 whole entry, looked up): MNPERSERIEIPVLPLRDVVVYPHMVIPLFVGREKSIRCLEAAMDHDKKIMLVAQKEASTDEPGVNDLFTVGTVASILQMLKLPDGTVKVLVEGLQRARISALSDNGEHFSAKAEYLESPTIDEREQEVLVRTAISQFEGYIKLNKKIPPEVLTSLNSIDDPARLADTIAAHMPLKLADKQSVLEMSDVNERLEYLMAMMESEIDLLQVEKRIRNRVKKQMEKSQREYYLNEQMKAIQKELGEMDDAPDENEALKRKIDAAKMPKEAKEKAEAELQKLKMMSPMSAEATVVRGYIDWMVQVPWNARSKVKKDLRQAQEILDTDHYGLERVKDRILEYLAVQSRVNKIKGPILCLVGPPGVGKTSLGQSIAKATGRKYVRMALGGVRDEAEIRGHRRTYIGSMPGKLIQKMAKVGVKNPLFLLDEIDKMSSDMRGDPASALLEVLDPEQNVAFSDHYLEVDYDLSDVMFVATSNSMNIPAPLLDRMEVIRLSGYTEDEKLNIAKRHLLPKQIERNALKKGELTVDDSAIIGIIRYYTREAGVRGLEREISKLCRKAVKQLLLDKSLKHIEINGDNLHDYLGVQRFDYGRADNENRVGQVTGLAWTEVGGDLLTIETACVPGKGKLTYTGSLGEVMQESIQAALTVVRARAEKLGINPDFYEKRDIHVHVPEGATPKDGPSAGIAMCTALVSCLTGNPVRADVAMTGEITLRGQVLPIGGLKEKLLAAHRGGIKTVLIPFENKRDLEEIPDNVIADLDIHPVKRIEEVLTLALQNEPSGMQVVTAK
# FAS TE block: FAS thioesterase (human) inhibition | 0.67% of 360,000 active | recombinant FAS-TE, OMFH fluorogenic substrate, fluorescence endpoint | inhibition, % at 15 µM | AID 602261;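 active means compounds whose normalised, plate-corrected inhibition of enzyme fluorescence in the single-dose primary screen is 50% or more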;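 further: 0% = DMSO with enzyme and 100% = substrate without enzyme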
# Rin1 Abl inh: inhibitors of human Rin1-Abl protein interaction. TR-FRET Rin1/Abl binding, biochemical. inhibition, % at 7.35 µM. 0.4% of 360,000 active. AID 588664; in the data active means inhibition above about 5%, passing the limit was not always enough
# CSN deneddyl inh: inhibitors of human CSN-mediated cullin deneddylation | Q92905 | Purified CSN, SCF-Nedd8-OG deneddylation, fluorescence polarization | inhibition, % at 12.5 µM | 0.38% of 360,000 active | AID 651999;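 active means pattern-corrected inhibition above about 35%, with an unprinted fluorescence ratio check between 0.5 and 1.5, limit read from the data, passing the limit was not always enough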;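 further: 0% = enzyme with substrate and 100% = substrate without enzyme; some results filed as inactive read as strong as hits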
# Target sequence (Q92905 whole entry, looked up, one chain of several): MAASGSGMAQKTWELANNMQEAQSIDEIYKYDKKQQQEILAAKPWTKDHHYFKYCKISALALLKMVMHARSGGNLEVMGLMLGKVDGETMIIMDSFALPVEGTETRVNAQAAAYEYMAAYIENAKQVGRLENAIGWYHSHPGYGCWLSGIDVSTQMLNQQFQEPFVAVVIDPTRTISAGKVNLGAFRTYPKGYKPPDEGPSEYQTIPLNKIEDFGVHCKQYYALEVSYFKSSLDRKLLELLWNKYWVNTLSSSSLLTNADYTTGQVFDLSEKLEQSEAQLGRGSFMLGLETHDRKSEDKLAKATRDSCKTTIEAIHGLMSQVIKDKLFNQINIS
#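 assay system = purified human Csn5 enzyme expressed in HEK293T cells | amount = 0.24 nM enzyme | buffer or medium = Tris/NaCl/DTT buffer, pH 7.5 | reagent = 10 nM SCFSkp2-Nedd8OG | compound = one concentration, 12.5 µM, 0.25% DMSO | times = 90 min reaction at room temperature | signal = FP | read-out basis = % inhibition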
# MT1-MMP act inh: inhibitors of human MT1-MMP activation | GFP/RFP ratio change, % at 20 µM | HT1080 RFP-PRO-GFP cells, GFP/RFP ratio fluorescence, overnight; percent of plate control window, DMSO zero | 0.061% of 360,000 active | P50281;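 active means GFP/RFP ratio change of at least 30% with cell ATP level not reduced by more than half and red fluorescence within 50% of control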; further: strong numbers were not always called active
#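 Material: RFP-PRO-GFP reporter HT1080 cells. Dosing: single-point 20 µM compound, 1% DMSO. Controls: DMSO and RFP-L50D-GFP cell wells. Timing: cells overnight before dosing, compound overnight, 37 °C, 5% CO2. Measure: GFP/RFP fluorescence ratio.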
# MsrA act: bovine methionine sulfoxide reductase A activation; purified bovine MsrA, absorbance read-out; 0.3% of 360,000 active; activation, % at 10.6 µM; AID 602163; in the data active means activation above about 7.5%;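 further: 0% = vehicle and 100% = reference activator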
# * marks the source's active call; other numbers are inactive results; i = inactive; + = active, no number.
1) COc1cc2c(cc1OC)C(C(=O)N1CCN(c3ccccc3)CC1)C(c1cccs1)N(C)C2=O (stereo not given)
2) COc1ccc(C2CC(c3ccccc3Br)=NN2c2ccc(S(N)(=O)=O)cc2)cc1 (stereo not given)
3) COC(=O)c1ccc2nc(-c3ccc(OC)c(OC)c3)c(Cc3ccccc3)n2c1
4) Cc1ccc(OCC(=O)Nc2cc(S(=O)(=O)N3CCOCC3)ccc2N2CCCC2)cc1
5) COc1ccc(CCN2CC(C(=O)NCCCc3ccncc3)CCC2=O)cc1 (stereo not given)
6) CCOC(=O)c1ccc(NC(=S)NCCc2ccccc2)cc1
7) O=S(=O)(Nc1nc2ccccc2nc1N1CCc2ccccc2C1)c1ccc(Br)cc1
8) Cc1ccc2c(CC(=O)N(CC3CCCO3)c3c(N)n(Cc4ccccc4)c(=O)[nH]c3=O)coc2c1 (stereo not given)

compound no.	1	2	3	4	5	6	7	8
Rpn11 inh	i	i	i	i	i	i	i	i
MsrA inh	-0.5	2.0	0.9	-0.1	-0.1	0.6	2.2	-1.2
PABP1 MLLE inh	18	2	-6	-8	7	-12	14	11
E coli Lon inh	5	4	-13	-3	-7	8	3	-7
FAS TE block	-5	19	7	5	-7	21	-8	-5
Rin1 Abl inh	-1	-3	1	4	2	-3	-4	2
CSN deneddyl inh	-3	-6	3	-3	-3	-2	-4	-4
MT1-MMP act inh	2	-5	-1	5	1	13	-11	-29
MsrA act	1	-1	-9	-5	-9	1	-3	-1

9) CCOC(=O)c1cc(NC(=O)c2ccc(C)cc2)c(=O)oc1-c1ccccc1
10) CN(Cc1ccccc1)C(=O)c1cccc(NC(=O)Cc2ccc(NC(=O)C3CCCN(C(=O)c4ccccc4)C3)cc2)c1 (stereo not given)
11) COc1ccc(-n2ncc3c(NCC(C)C)ncnc32)cc1
12) CC(NC(=O)C1C2C=CC(C2)C1C(=O)O)c1ccccc1 (stereo not given)
13) Cc1ccc(C)c(C2NC(=O)c3ccccc3N2)c1 (stereo not given)
14) CCn1c(=O)cc(OCC(=O)N2CCCC2)c2ccccc21
15) COCCNC(=S)Nc1ccc(N2CCOCC2)c(S(=O)(=O)Nc2ccccc2OC)c1
16) O=C(NCc1ccc2c(c1)OCO2)C(=O)Nc1ccccc1

compound no.	9	10	11	12	13	14	15	16
Rpn11 inh	i	i	i	i	i	i	i	i
MsrA inh	0.1	1.3	1.1	0.7	0.4	-0.2	-0.6	0.2
PABP1 MLLE inh	11	9	-4	-5	4	-2	18	7
E coli Lon inh	-5	-7	0	2	-1	-2	-12	2
FAS TE block	6	-1	5	-7	-2	-7	1	1
Rin1 Abl inh	-4	0	-2	4	0	9.0*	-3	-1
CSN deneddyl inh	-2	2	0	4	-2	-4	-3	4
MT1-MMP act inh	-1	-4	1	5	-9	4	3	5
MsrA act	-1	-3	-2	0	-8	-1	-2	-6

17) COc1ccc(OC)c(S(=O)(=O)N2c3cc(F)ccc3CCC2C)c1 (stereo not given)
18) CCC(C)NC(=O)c1cccc(C)c1 (stereo not given)
19) Cc1cccc(C(=O)NCC(=O)OCC(=O)N(C)CC(=O)Nc2ccccc2Cl)c1
20) COc1ccccc1C(=O)C1CCCN(C(=O)c2cccnc2SC)C1 (stereo not given)
21) COc1ccc(S(=O)(=O)N2CCC(C(=O)NCCN3CCOCC3)CC2)cc1
22) Cc1ccc(Nc2nc(-c3ccccc3)cs2)nc1
23) Cc1cccc(C)c1OCC(=O)N/N=C/c1cccn1C
24) Cc1ccc(S(=O)(=O)NNC(=O)Nc2ccc(Cl)c(Cl)c2)cc1

compound no.	17	18	19	20	21	22	23	24
Rpn11 inh	i	i	i	i	i	i	i	i
MsrA inh	-0.1	2.2	0.7	-0.7	0.7	-0.8	1.3	-0.2
PABP1 MLLE inh	9	-7	6	10	-3	14	-5	5
E coli Lon inh	-8	-5	-9	-4	-11	1	-5	-3
FAS TE block	13	-8	-8	-3	-4	19	-2	1
Rin1 Abl inh	2	1	0	-3	-4	0	1	-4
CSN deneddyl inh	1	1	-3	4	-2	4	-4	7
MT1-MMP act inh	7	-3	0	1	2	-1	0	0
MsrA act	-9	-4	-5	-1	-2	-2	0	0

# Full records from above. Order of screens: Rpn11 inh | MsrA inh | PABP1 MLLE inh | E coli Lon inh | FAS TE block | Rin1 Abl inh | CSN deneddyl inh | MT1-MMP act inh | MsrA act
# COc1ccc(S(=O)(=O)N2CCC(C(=O)NCCN3CCOCC3)CC2)cc1 across the screens: i | 0.7 | -3 | -11 | -4 | -4 | -2 | 2 | -2
# COc1ccccc1C(=O)C1CCCN(C(=O)c2cccnc2SC)C1 (stereo not given) across the screens: i | -0.7 | 10 | -4 | -3 | -3 | 4 | 1 | -1
# COc1ccc(OC)c(S(=O)(=O)N2c3cc(F)ccc3CCC2C)c1 (stereo not given) across the screens: i | -0.1 | 9 | -8 | 13 | 2 | 1 | 7 | -9
# CCC(C)NC(=O)c1cccc(C)c1 (stereo not given) across the screens: i | 2.2 | -7 | -5 | -8 | 1 | 1 | -3 | -4

# Further results:
25) CC(=O)c1cccc(-c2cnc3c(NC=O)cc(-c4ccccc4Oc4ccccc4)cn23)c1
26) CC(=O)Nc1cccc(C(=O)N2CCN(S(=O)(=O)Cc3ccccc3)CC2)c1
27) CC(=O)N1CCc2cc(S(=O)(=O)NCC(=O)NCc3ccc(Cl)cc3)ccc21
28) O=C(CCN1C(=O)C2C3C=CC(C3)C2C1=O)N1CC(=O)N(CCc2ccccc2)C(=O)C1 (stereo not given)
29) Cc1ccc(CNC(=O)CC(C)S(=O)(=O)c2ccc3c(c2)NC(=O)CS3)o1 (stereo not given)
30) CN(C)c1cccc(C(=O)NNC(=O)C23CC4CC(CC(C4)C2)C3)c1
31) COc1cc2c(cc1OC)C(C)N(C(=O)c1cc3c(=O)oc4ccc(C)cc4c3s1)CC2 (stereo not given)
32) O=C(CSc1ncn[nH]1)Nc1ccc(Cl)c(S(=O)(=O)N2CCOCC2)c1

compound no.	25	26	27	28	29	30	31	32
Rpn11 inh	i	i	i	i	i	i	i	i
MsrA inh	2.2	-0.9	0.4	-0.3	-0.8	0.7	1.3	-0.6
PABP1 MLLE inh	-24	6	-3	4	-8	-1	3	10
E coli Lon inh	-28	7	3	5	-32	-1	0	-5
FAS TE block	16	-3	-6	3	-8	1	30	-35
Rin1 Abl inh	0	2	1	0	-1	1	0	3
CSN deneddyl inh	5	2	2	-3	3	-4	-1	-2
MT1-MMP act inh	0	2	-2	6	-13	17	10	1
MsrA act	-3	-2	-3	-1	-14	-2	5	-1

33) CCCCC(CC)CNC(=O)C(=O)c1ccccc1NC(C)=O (stereo not given)
34) CCC(c1nnc(SCC(=O)Nc2ccc(C(=O)N(C)C)cc2)n1Cc1ccccc1)N(C)C (stereo not given)
35) Cc1csc(SCC(=O)Nc2ccc3c(c2)OCCO3)n1
36) O=C1N[C@@H](Cc2ccccc2)COC(=O)[C@H](Cc2ccc(F)cc2)CC/C=C/C[C@@H]1CC(=O)N(CCO)Cc1ccccc1
37) CN(C)c1ccc(CNC(=O)C2(C)Cc3c(-c4cccc(C(N)=O)c4)ccnc3O2)cc1 (stereo not given)
38) O=C1C=C(c2ccc3c(c2)OCO3)C[C@@H](c2ccc(Cl)cc2)C1
39) CC1CCC(NC(=O)C2CCC(CNS(=O)(=O)c3ccc4c(c3)C(C)(C)C(=O)N4C)CC2)CC1 (stereo not given)
40) COC(=O)c1c(C)oc(C)c1S(=O)(=O)Nc1ccccc1

compound no.	33	34	35	36	37	38	39	40
Rpn11 inh	+	i	i	i	i	i	i	i
MsrA inh	-1.6	-0.5	1.8	-0.4	-0.5	0.8	1.9	-0.3
PABP1 MLLE inh	8	-7	0	17	7	7	-4	12
E coli Lon inh	-10	9	-14	-10	12	-3	-5	-14
FAS TE block	3	-6	-3	20	-5	18	-12	-2
Rin1 Abl inh	-1	2	0	3	16*	4	-1	1
CSN deneddyl inh	-1	0	-11	0	-5	-1	-5	0
MT1-MMP act inh	10	-1	0	-15	3	3	7	-1
MsrA act	-3	-9	1	0	-1	-8	-2	-3

41) COCCN(C(=O)COC(=O)C1(c2ccccc2)CC1)c1c(N)n(CC(C)C)c(=O)[nH]c1=O
42) O=C(Nc1nc2c(ccc3ccccc32)s1)c1ccco1
43) Cc1ccccc1C(=O)N(C)c1ccccc1C(=O)NCc1ccccc1
44) OCCNc1ncnc2c1nnn2Cc1ccccc1
45) Nc1c(C=C2C=CC(=O)C=C2)c(=O)nc2snc(SCc3ccccc3)n12
46) COCCn1c(C)cc(C(=O)COC(=O)c2[nH]c(C)c(C(C)=O)c2C)c1C
47) O=C(CSc1nnc(-c2ccc(Cl)s2)o1)N1CCCc2ccccc21
48) COc1ccc(CN2CC[C@H]3C=CC[C@@H](C(=O)Nc4ccc(Cl)c(C(F)(F)F)c4)[C@H]3C2=O)cc1OC

compound no.	41	42	43	44	45	46	47	48
Rpn11 inh	i	i	i	i	i	i	i	i
MsrA inh	1.5	0.6	0.3	0.6	0.7	0.6	0.9	1.5
PABP1 MLLE inh	11	-9	-8	7	-35	-2	3	19
E coli Lon inh	5	0	-11	-11	-11	-3	-6	6
FAS TE block	-5	16	-4	-2	2	-2	15	47
Rin1 Abl inh	0	2	4	-2	2	2	0	-1
CSN deneddyl inh	-2	-1	0	1	3	-1	1	-3
MT1-MMP act inh	1	-9	0	0	3	-7	-1	5
MsrA act	-2	-8	-5	-4	-4	-3	-4	-3

# A draw from above in order of molecular weight, ascending.
42) O=C(Nc1nc2c(ccc3ccccc32)s1)c1ccco1
43) Cc1ccccc1C(=O)N(C)c1ccccc1C(=O)NCc1ccccc1
48) COc1ccc(CN2CC[C@H]3C=CC[C@@H](C(=O)Nc4ccc(Cl)c(C(F)(F)F)c4)[C@H]3C2=O)cc1OC

compound no.	42	43	48
Rpn11 inh	i	i	i
MsrA inh	0.6	0.3	1.5
PABP1 MLLE inh	-9	-8	19
E coli Lon inh	0	-11	6
FAS TE block	16	-4	47
Rin1 Abl inh	2	4	-1
CSN deneddyl inh	-1	0	-3
MT1-MMP act inh	-9	0	5
MsrA act	-8	-5	-3

# Next part:
49) CC1CC2=C(CC1/C=N/NC(N)=S)C(C)(C)CCC2 (stereo not given)
50) O=C(c1ccc(Cl)s1)N1CCN(c2ccccc2)CC1
51) CCOC(=O)C1(Cc2cccc(OC)c2)CCCN(Cc2cnn(C)c2)C1 (stereo not given)
52) COc1ccc(NC(=O)c2ccc(-c3ccc([N+](=O)[O-])cc3)o2)cc1
53) COc1cc(OC)cc(C(=O)NN2CCCCC2)c1
54) COc1ccc(C(=O)Nc2cccc(NC(=O)c3ccc(OC)c(OC)c3)n2)cc1OC
55) CN1C(C(=O)Nc2ccc(OC(F)(F)F)cc2)=CC(c2ccc3c(c2)OCO3)=NS1(=O)=O
56) COc1cc2c(C(=O)NCc3ccc(C)o3)cn(CC(C)C)c(=O)c2cc1OC

compound no.	49	50	51	52	53	54	55	56
Rpn11 inh	i	i	i	i	i	i	i	i
MsrA inh	-0.9	1.7	0.1	0.1	-1.1	0.0	0.1	2.6
PABP1 MLLE inh	-8	-4	6	11	8	7	6	-1
E coli Lon inh	0	0	3	6	-9	9	6	-5
FAS TE block	6	6	-7	28	-6	2	24	-7
Rin1 Abl inh	-6	-2	1	3	-1	-1	4	6.9*
CSN deneddyl inh	1	-5	-5	-5	2	5	3	5
MT1-MMP act inh	-20	-4	-2	1	0	-9	1	-5
MsrA act	-3	0	-3	-2	-3	-3	-3	-12
